OXTR potentiate – human OXTR potentiation. P30559. CHO-OTR cells, Fluo-8 calcium fluorescence, potentiator mode; 0% = oxytocin EC15, 100% = EC100. activation, % at 3 µM. hit rate 0.061% among 320,000. AID 2445;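 active = activation above that plate's cutoff, the mean activation of tested compounds plus 3 SD, cut at about 6.6% in these data, passing the limit was not always enough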;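 note: 100% uses oxytocin at 75 nM as the full agonist control; some results filed as inactive read as strong as hits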
Target sequence (P30559 whole entry, looked up): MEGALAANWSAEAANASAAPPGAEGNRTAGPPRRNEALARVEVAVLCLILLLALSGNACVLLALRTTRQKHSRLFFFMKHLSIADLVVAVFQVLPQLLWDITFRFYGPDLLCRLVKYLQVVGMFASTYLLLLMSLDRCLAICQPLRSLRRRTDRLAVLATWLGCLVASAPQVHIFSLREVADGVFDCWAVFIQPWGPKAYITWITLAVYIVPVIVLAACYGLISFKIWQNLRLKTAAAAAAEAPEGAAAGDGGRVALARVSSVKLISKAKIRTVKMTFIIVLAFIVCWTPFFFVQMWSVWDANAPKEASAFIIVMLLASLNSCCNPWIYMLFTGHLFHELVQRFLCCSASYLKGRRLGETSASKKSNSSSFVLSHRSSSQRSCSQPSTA
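Assay system: CHO cell line stably expressing human OTR. Reagent: EC15 oxytocin agonist. Dosing: single dose, 3.0 µM nominal final compound concentration. Timing: compound 6 min at room temperature before oxytocin, 100 s read. Signal: kinetic Fluo-8 calcium fluorescence. Controls: oxytocin EC15 low and EC100 high.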
GPR7 antag – antagonists of human GPR7 (neuropeptides B/W receptor 1); P48145; GPR7-expressing cells, fluorescence antagonist assay; inhibition, % at 4.4 µM; hit rate 1.1% among 290,000; in the data active = inhibition above about 16%, passing the limit was not always enough;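 note: cells stimulated with the agonist NPW; 0% = agonist with vehicle and 100% = vehicle without agonist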
Target sequence (P48145 whole entry, looked up): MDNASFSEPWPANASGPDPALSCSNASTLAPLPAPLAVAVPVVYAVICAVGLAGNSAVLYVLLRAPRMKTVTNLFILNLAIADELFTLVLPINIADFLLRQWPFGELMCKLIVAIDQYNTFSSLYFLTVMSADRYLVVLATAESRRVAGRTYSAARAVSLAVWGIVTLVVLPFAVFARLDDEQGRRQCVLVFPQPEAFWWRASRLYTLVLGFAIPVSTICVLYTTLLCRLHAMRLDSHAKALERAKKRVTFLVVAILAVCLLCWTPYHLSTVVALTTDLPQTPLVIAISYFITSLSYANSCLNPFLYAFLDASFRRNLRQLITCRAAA
TAAR1 antagonist – human TAAR1 antagonism. Q96RJ0. CHO RD-HGA16 TAAR1, Fluo-8 calcium fluorescence, antagonist. inhibition, % at 3 µM. hit rate 1.5% among 360,000. AID 624466;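 active = inhibition above a per-plate cutoff, the mean inhibition of test compounds on that plate plus 3 SD, cut at about 49% in these data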;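 note: 0% = DMSO plus EC80 beta-PEA response and 100% = DMSO alone without agonist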
Target sequence (Q96RJ0 whole entry, looked up): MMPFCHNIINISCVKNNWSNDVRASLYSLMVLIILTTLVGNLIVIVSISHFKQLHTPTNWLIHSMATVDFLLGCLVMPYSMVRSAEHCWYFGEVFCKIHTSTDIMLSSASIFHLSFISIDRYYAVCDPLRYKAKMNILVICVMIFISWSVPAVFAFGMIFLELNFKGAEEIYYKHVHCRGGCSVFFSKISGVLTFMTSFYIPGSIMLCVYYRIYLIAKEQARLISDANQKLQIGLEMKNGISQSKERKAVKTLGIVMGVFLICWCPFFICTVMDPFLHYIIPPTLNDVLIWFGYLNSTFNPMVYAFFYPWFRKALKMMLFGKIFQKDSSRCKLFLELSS
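Test system: hTAAR1-expressing CHO RD-HGA16 cells, Gα16-coupled; Probe or stimulus: EC80 β-phenethylamine stimulus; Compound dosing: single nominal final test compound concentration of 3 µM; Timing: 140 s kinetic read after compound, 140 s after agonist; Signal: Fluo-8 calcium-sensitive fluorescence; Measure: % inhibition of agonist calcium response; Controls: DMSO and EC80 PEA controls.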
OXTR ag – activates the human oxytocin receptor | activation, % at 3 µM | hit rate 0.32% among 320,000 | CHO-OTR cells, Fluo-8 calcium fluorescence; normalized: DMSO 0%, oxytocin 100% | P30559;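 active = activation above the mean of all tested compounds plus 3 SD, cutoff set per screening run, cut at about 20% in these data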;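 note: peak over basal fluorescence ratio from a 100 s FLIPR kinetic read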
V1aR counter – V1a receptor agonism, counter-screen for OXTR agonists. P37288. CHO-V1R cells, Fluo-8 calcium fluorescence, agonist mode; 0% DMSO, 100% 3 nM vasopressin. activation, % at 3 µM. hit rate 0.25% among 320,000;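 active = activation above the mean activation of all tested compounds plus 3 SD, per screening run, cut at about 20% in these data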;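 note: signal is peak over basal fluorescence ratio across a 100 second FLIPR read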
M1 ag parental – counter-screen for M1 agonists: effect in parental CHO-K1 cells | activation, % at 3 µM | Fluo-8 calcium fluorescence; scaled to maximal ATP response, vehicle zero | hit rate 0.48% among 360,000 | AID 602248; in the data active = activation above about 15%;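 note: untransfected CHO-K1 host cells lacking M1 receptor as counterscreen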
CHO parental Ca – counter-screen for OX1R antagonists: effect in parental CHO cells; AID 463079; parental CHO-K1, ATP-induced calcium, Fluo-8 fluorescence; hit rate 0.63% among 330,000; inhibition, % at 5.6 µM;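 active = inhibition above that plate's mean sample inhibition plus 3 SD, cut at about 26% in these data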;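 note: 0% = ATP-challenged DMSO wells and 100% = DMSO wells without ATP; some compounds past the cut are filed as inactive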
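Assay system: untransfected parental CHO cell line. Also added: ATP agonist challenge. Dosing: one dose, 5.6 µM nominal. Measured by: Fluo-8 fluorescence. Read-out: % inhibition. Benchmarks: ATP wells versus no-ATP DMSO wells. Repeats: no replicates.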
CHO-K1 Ca antag – M1 antagonist counterscreen hit in parental CHO-K1 cells. AID 602250. hit rate 0.6% among 360,000. ATP-induced calcium, Fluo-8 fluorescence. inhibition, % at 3 µM;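 active = inhibition above a per-plate cutoff, the plate's mean sample inhibition plus 3 SD, cut at about 24% in these data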;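 note: 0% = DMSO plus EC80 ATP and 100% = DMSO alone without ATP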
M1 PAM parental – counter-screen for M1 PAMs: effect in parental CHO-K1 cells | hit rate 0.02% among 360,000 | ATP EC20, Fluo-8 calcium fluorescence; 0% at ATP EC20, 100% at ATP max | activation, % at 3 µM;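 active = activation above the run cutoff, the mean activation of all test compounds plus 3 SD, cut at about 40% in these data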;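 note: peak over basal fluorescence ratio in a 140 s read after ATP addition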
* marks the source's active call; other numbers are inactive results; . = not tested or not shown. Compounds as they come, and some 3.5% of all compounds hit somewhere here.

SMILES | OXTR potentiate | GPR7 antag | TAAR1 antagonist | OXTR ag | V1aR counter | M1 ag parental | CHO parental Ca | CHO-K1 Ca antag | M1 PAM parental
NC(=O)NN=C1CCC(OCc2ccccc2)CC1CC(=O)O (stereo not drawn) | . | . | -24 | . | . | 0.0 | . | 7 | 0
O=C(CSc1nnc(Cc2ccccc2)o1)NCCc1ccccc1 | 3 | -7 | 0 | 1.2 | 1.4 | 0.8 | -5 | -13 | 11
O=C(Cc1cccs1)Nc1ccccc1C(=O)O | -7 | -1 | 6 | -0.2 | -0.5 | -0.5 | 5 | 18 | -9
COc1ccc(S(=O)(=O)N2CCN(CCOc3ccc(Br)cc3)CC2)cc1OC | -11 | . | 20 | 9.6 | 9.8 | 9.4 | 7 | -17 | 8
Cc1cc(S(=O)(=O)Nc2nc(CN3CCOCC3)nc3sc4c(c23)CCC4)cc(C)c1C | . | . | -2 | . | . | 0.1 | . | -4 | -8
CCOC(=O)c1[nH]c(Cc2[nH]c(C(=O)OCC)c(C)c2CCC(=O)OC)c(CCC(=O)OC)c1C | 1 | -14 | 3 | -1.3 | -2.0 | 0.5 | -22 | 3 | 6
CCOc1ccc(NC(=O)CN(C)C(=O)COc2cccc3c2OC(C)(C)C3)cc1OCC | 3 | . | 10 | -1.7 | 0.5 | -0.2 | -5 | -15 | 9
Cc1cccc(C)c1NC(=O)C1c2ccccc2OCC(=O)N1Cc1cccnc1 (stereo not drawn) | . | . | -11 | . | . | 0.8 | . | -16 | 1
CCOC(=O)CSc1ncnc2c1cnn2-c1ccccc1 | -9 | 22 | -14 | 0.5 | -0.2 | 3.4 | -15 | -18 | 19
CCSC1=NCCN1S(=O)(=O)c1ccc(NC(C)=O)cc1 | -11 | 2 | 7 | 1.6 | 2.4 | -0.1 | -10 | 7 | 3
Cc1cc(C(=O)COC(=O)c2csc3c2CCCC3)c(C)n1C | -4 | -10 | 5 | 0.7 | 0.5 | 0.1 | -19 | 2 | 5
CN1C(=O)/C(=C2\SC(=S)N(NC(=O)c3cccnc3)C2=O)c2ccccc21 | -5 | -7 | -22 | 0.6 | 0.8 | -0.5 | -2 | 14 | -10
Cc1cncc(NCc2cccc(Cl)c2)n1 | . | . | -6 | . | . | -0.1 | . | -1 | -3
Cc1ccc(NC(=O)c2oc3ccccc3c2NC(=O)C2CCCO2)cc1C (stereo not drawn) | -13 | -28 | -29 | -2.1 | -0.1 | 0.1 | -28 | -10 | 15
C/C(=C\C(=O)c1ccncc1)Nc1ccccc1O | -14 | 8 | 20 | -2.0 | -0.4 | 1.0 | 3 | -17 | 21
COc1cc(C)ccc1OCCOc1c(C)cccc1Cl | -10 | -15 | -24 | -0.5 | -0.3 | 0.3 | -14 | -17 | 8
Cc1ccc(S(=O)(=O)N2CCOCC2)cc1C(=O)NC(=S)N1CC(C)OC(C)C1 (stereo not drawn) | -2 | -1 | -28 | -0.3 | 0.3 | 0.5 | -10 | -10 | 14
c1ccc(C(Nc2cccnc2)c2ccccc2)cc1 | . | . | -20 | . | . | -0.8 | . | -16 | 10
CC(C)CNC(=O)C(=O)NCCC1CCCCN1S(=O)(=O)c1cccs1 (stereo not drawn) | 7 | . | -23 | 0.7 | 0.1 | 1.1 | -7 | 7 | -8
CC1CCN(CC(=O)Nc2sc3c(c2C#N)CCC3)CC1 | 0 | 1 | 3 | 0.0 | 0.1 | 0.3 | -7 | -6 | 15
CCC(CC)C(=O)Nc1cccc(/C(C)=N/NC(=O)c2ccccc2Cl)c1 | -13 | 1 | 6 | -1.8 | 0.3 | 1.0 | -13 | 5 | 8
CCCCCCc1ccc(N2C[C@H](CCCCC)[C@@H](CC(=O)NCc3ccccc3)C2=O)cc1 | -2 | -3 | -1 | -0.3 | 0.6 | 0.4 | -25 | -10 | -3
CC(=O)OC(C)(C)C1Cc2cc3ccc(=O)oc3cc2O1 (stereo not drawn) | -12 | 4 | 1 | -0.3 | 0.4 | 1.5 | -3 | -4 | -9
CN(C)c1ccc(CN2CCCC(O)C2)cc1 (stereo not drawn) | -2 | -5 | -3 | -0.4 | 0.7 | 1.2 | -3 | -8 | 13
Nc1nc(SCc2nc(-c3ccccc3)no2)[nH]c(=O)c1-c1ccccc1 | -1 | -8 | 9 | 4.7 | 5.0 | 5.6 | -16 | -11 | -1

Part of the list above in order of length of the SMILES, falling:
SMILES | OXTR potentiate | GPR7 antag | TAAR1 antagonist | OXTR ag | V1aR counter | M1 ag parental | CHO parental Ca | CHO-K1 Ca antag | M1 PAM parental
Nc1nc(SCc2nc(-c3ccccc3)no2)[nH]c(=O)c1-c1ccccc1 | -1 | -8 | 9 | 4.7 | 5.0 | 5.6 | -16 | -11 | -1
Cc1cccc(C)c1NC(=O)C1c2ccccc2OCC(=O)N1Cc1cccnc1 (stereo not drawn) | . | . | -11 | . | . | 0.8 | . | -16 | 1
COc1cc(C)ccc1OCCOc1c(C)cccc1Cl | -10 | -15 | -24 | -0.5 | -0.3 | 0.3 | -14 | -17 | 8

Next structures:
SMILES | OXTR potentiate | GPR7 antag | TAAR1 antagonist | OXTR ag | V1aR counter | M1 ag parental | CHO parental Ca | CHO-K1 Ca antag | M1 PAM parental
C(=N\NC1=Nc2cccc3cccc1c23)/c1ccccn1 | . | -7 | 0 | . | . | 4.3 | . | 15 | -7
COc1ccc(/C=N/N2CCN(c3ccncc3S(=O)(=O)N3CCCCC3)CC2)cc1 | -14 | -14 | 12 | -0.5 | 0.8 | 0.0 | -19 | -7 | 5
O=C(NC1CCCC1)C(c1ccccc1)N(C(=O)c1ccco1)C1CCCC1 (stereo not drawn) | -14 | -5 | 1 | 2.6 | 6.4 | 1.7 | -26 | -8 | 1
Cc1ccccc1C(=O)NCCNC(=O)c1cnccn1 | 3 | -16 | -3 | 1.4 | 0.2 | 0.2 | -4 | -7 | 6
COCc1cc(=O)[nH]c(SCCS(=O)(=O)c2ccc(C)cc2)n1 | -7 | 1 | -4 | -1.8 | -1.6 | 0.4 | -5 | -2 | 12
COc1cc(C(=O)N2CCN(c3ccccc3)CC2)c([N+](=O)[O-])cc1OC | 12 | -1 | -5 | 3.3 | 1.1 | 0.1 | -9 | -13 | 14
CCC(Sc1nc2ccccc2c(=O)n1CCN1CCOCC1)C(=O)NCc1cccnc1 (stereo not drawn) | -13 | -5 | 12 | -1.5 | 0.6 | 0.7 | -2 | -6 | 13
Cc1ccc2c(c1)N(CC(=O)N1CCCC(C)C1)C(=O)CO2 (stereo not drawn) | -6 | 25 | -14 | -0.8 | 0.8 | 1.0 | 3 | -6 | 10
CCCc1cc(=O)oc2cc(O[C@@H]3O[C@H](CO)[C@@H](O)[C@H](O)[C@H]3O)ccc12 | -7 | -2 | 4 | -0.1 | 1.6 | 1.2 | -1 | -10 | -7
Nc1cccc2c(=O)c3ccccc3[nH]c12 | -4 | -3 | -7 | 1.2 | -0.2 | 0.1 | -3 | -9 | 9
O=C(CN1C(=O)NC2(CCCCCC2)C1=O)c1ccccc1 | -7 | -4 | -10 | 0.8 | 1.1 | 2.0 | -12 | -4 | 0
Cc1cc(/C=N/NC(=O)c2cccs2)c(C)n1-c1ccccc1 | -17 | -3 | 40 | 1.9 | 0.8 | 0.4 | -2 | -1 | 12
CCN(CC)CCN(C(=O)Cn1nnc(-c2ccc(C)o2)n1)C(C(=O)NC(C)(C)C)c1cccs1 (stereo not drawn) | -6 | -2 | -11 | -0.8 | 0.1 | -0.6 | -34 | -5 | 11
COc1cc(NC(=O)c2ccco2)c(C(=O)OCC(=O)Nc2ncc(Cl)cc2Cl)cc1OC | -6 | -9 | -2 | 0.0 | -0.7 | 1.3 | -21 | -15 | 27
CN(C)S(=O)(=O)N1CCC(Cc2ccccc2)CC1 | -14 | 0 | -6 | -1.8 | -0.7 | 1.2 | -11 | -10 | 20
CCCCN1CC(O)=C(c2nc3ccccc3s2)C1=N | -8 | 7 | 0 | -0.6 | -0.1 | 4.4 | -11 | 4 | 16
Cc1csc(NC(=O)c2cccnc2)n1 | -12 | -4 | 1 | -0.1 | 1.1 | -0.1 | -2 | 21 | -21
Cc1ccccc1-n1nnnc1SCCCC(=O)c1ccc(F)cc1 | -8 | -4 | -4 | -1.3 | 0.1 | 1.9 | -2 | 8 | -5
COC(=O)c1ccc(CNC(=O)Cn2cnc3c(OCc4ccccc4)ncnc32)cc1 | -7 | . | -15 | 6.7 | 13 | 0.0 | -5 | 21 | -9
CCOC(=O)CN(C(=O)COc1ccc2c(C)cc(=O)oc2c1)c1ccc(OCC)cc1 | -10 | -3 | 16 | 0.3 | 0.9 | -0.2 | -21 | 14 | -9
Cc1ccc(NC(=O)COC(=O)C2CCC2)cc1S(=O)(=O)N1CCOCC1 | -1 | . | 22 | 0.7 | 1.3 | 0.8 | -5 | -15 | 12
COc1ccc(NC(=O)c2oc3ccccc3c2NC(=O)COc2ccccc2OC)c(OC)c1 | -3 | -7 | 14 | 0.3 | 0.6 | 0.5 | -2 | -12 | 20
CCOC(=O)Cc1csc(NC(=O)CC)n1 | -2 | -13 | 3 | -0.3 | 0.6 | 0.4 | -6 | -3 | 21
Cc1ccc([N+](=O)[O-])c(OCCN2CCC(Cc3ccccc3)CC2)c1 | -17 | 6 | -15 | 8.6 | 1.8 | 13 | -15 | -9 | -8
COC(=O)c1sccc1NC(=O)C12CC3CC(CC(C3)C1)C2 | -6 | -1 | -9 | -0.4 | -0.1 | 0.4 | -8 | -6 | 9
CCOC(=O)CC(=O)CSc1nc2c(cc1C#N)CCCCC2 | -10 | -16 | 6 | -1.4 | 1.1 | 0.7 | -13 | -4 | 8
Cn1c(=O)cc(OCC(=O)NCCCN2CCN(c3cccc(Cl)c3)CC2)c2ccccc21 | -6 | -1 | -10 | 0.6 | 2.6 | 0.2 | -27 | 6 | -13
C/C(N)=C(/C#N)C(=O)COC(=O)Cc1coc2ccc3ccccc3c12 | -6 | 1 | 29 | 7.4 | 7.3 | 19* | -2 | 3 | 2

Record cards, from the list above. Order of values: OXTR potentiate	GPR7 antag	TAAR1 antagonist	OXTR ag	V1aR counter	M1 ag parental	CHO parental Ca	CHO-K1 Ca antag	M1 PAM parental
COC(=O)c1sccc1NC(=O)C12CC3CC(CC(C3)C1)C2 in the list: -6	-1	-9	-0.4	-0.1	0.4	-8	-6	9
CCOC(=O)Cc1csc(NC(=O)CC)n1 in the list: -2	-13	3	-0.3	0.6	0.4	-6	-3	21
C/C(N)=C(/C#N)C(=O)COC(=O)Cc1coc2ccc3ccccc3c12 in the list: -6	1	29	7.4	7.3	19*	-2	3	2
